From PubChem BioAssay
APEX1 inh = APE1 (human) endonuclease inhibition; P27695; recombinant APE1, TAMRA/BHQ-2 abasic DNA cleavage fluorescence; Potency, µM (series often up to 65.8 µM), inactives show at the highest dose activity change, negative = inhibition, usual class: inhibitors; 0.35% of 350,000 active; AID 2517;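 further: potency means the concentration at half of the fitted maximal effect; plate controls were vehicle for no effect and reference inhibitor for full effect; nearly all actives have a fitted effect of over 55% in size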
Target sequence (P27695 whole entry, looked up): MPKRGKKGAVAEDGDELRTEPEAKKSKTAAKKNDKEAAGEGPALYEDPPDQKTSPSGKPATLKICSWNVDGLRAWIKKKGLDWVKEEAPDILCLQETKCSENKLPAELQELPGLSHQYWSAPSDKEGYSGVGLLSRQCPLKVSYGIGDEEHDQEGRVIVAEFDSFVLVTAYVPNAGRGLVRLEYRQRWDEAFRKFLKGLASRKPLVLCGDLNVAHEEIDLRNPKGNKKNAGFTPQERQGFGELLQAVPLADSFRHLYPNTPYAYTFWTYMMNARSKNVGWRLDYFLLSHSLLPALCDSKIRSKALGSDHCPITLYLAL
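Endonuclease cleavage of a quenched abasic-site DNA duplex (50 nM) by APE1 (0.75 nM) was tracked by TAMRA dequenching. Compounds were preincubated with enzyme 15 min at room temperature; data normalized to buffer-only and DMSO wells plus NSC13755 control.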
Apoferritin bind = binds horse apoferritin like a general anesthetic; P02791; apoferritin/1-aminoanthracene competitive binding, fluorescence; Potency, µM (top dose mostly 77.5 µM), without a hit: top-dose activity change, negative = displacement, most hits filed as inhibitors; 0.074% of 350,000 active; AID 485281; further: potency means the concentration at half of the fitted maximal effect; on the % scale 0 is the no-effect control and ±100 the full control effect; nearly all actives have a fitted effect of over 20% in size
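In PBS, apoferritin at 10 uM is loaded with 1-AMA from a 50% saturated solution. After 10 min of compound exposure at ambient temperature, reduced 535 nm fluorescence indicates probe displacement.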
POLH inh = DNA polymerase eta (human) inhibition | Q9Y253 | recombinant Pol eta, fluorescent DNA replication assay | Potency, µM (series often up to 114 µM), for the others: at the highest dose activity change, negative = inhibition, most hits filed as inhibitors | 1.2% of 390,000 active; further: potency means the concentration at half of the fitted maximal effect; on the % scale 0 is the no-effect control and ±100 the full control effect
Target sequence (Q9Y253 whole entry, looked up): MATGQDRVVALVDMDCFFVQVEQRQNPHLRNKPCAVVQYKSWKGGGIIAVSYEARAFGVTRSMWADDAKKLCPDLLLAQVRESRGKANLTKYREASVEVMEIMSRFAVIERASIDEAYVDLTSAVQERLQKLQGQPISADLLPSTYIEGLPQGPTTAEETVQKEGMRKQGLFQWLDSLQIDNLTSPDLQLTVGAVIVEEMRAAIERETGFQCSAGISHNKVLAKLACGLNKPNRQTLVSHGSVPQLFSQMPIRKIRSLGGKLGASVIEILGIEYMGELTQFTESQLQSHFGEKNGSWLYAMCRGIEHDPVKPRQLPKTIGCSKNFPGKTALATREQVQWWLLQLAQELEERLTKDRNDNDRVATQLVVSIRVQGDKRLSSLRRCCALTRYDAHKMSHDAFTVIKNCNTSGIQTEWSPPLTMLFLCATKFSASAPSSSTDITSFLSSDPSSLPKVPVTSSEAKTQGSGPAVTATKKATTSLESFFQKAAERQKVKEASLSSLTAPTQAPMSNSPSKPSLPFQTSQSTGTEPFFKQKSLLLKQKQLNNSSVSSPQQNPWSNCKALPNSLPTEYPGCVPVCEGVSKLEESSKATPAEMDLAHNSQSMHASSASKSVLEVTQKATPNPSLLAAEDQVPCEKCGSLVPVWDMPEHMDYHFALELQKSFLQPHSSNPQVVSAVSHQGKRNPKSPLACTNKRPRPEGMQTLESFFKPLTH
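Pol eta (10 nM) was preincubated with compounds for 15 min at room temperature, after which fluorescent replication substrate (50 nM final) was added to start the reaction. Fluorescence was read kinetically at 0 and 10 min.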
BLM inh = Bloom syndrome helicase (human) inhibition; recombinant BLM DNA unwinding, fluorescence dequenching; 0.2% of 350,000 active; P54132; AID 2528; Potency, µM (titrated, usually from 56.1 µM), without a hit: at the highest dose activity change, negative = inhibition, usual class: inhibitors;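 further: potency means the concentration at half of the fitted maximal effect; plate controls were vehicle for no effect and no enzyme for full effect; nearly all actives have a fitted effect of over 35% in size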
Pol iota inh = blocks human DNA polymerase iota activity. Q9UNA4. Pol iota fluorescent replication assay, 10 min. Potency, µM (highest dose often 115 µM), for inactives: top-dose activity, negative = inhibition, hits mostly inhibitors. 1% of 390,000 active. AID 588590; further: potency means the concentration at half of the fitted maximal effect
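Fluorescent replication assay read twice, at 0 min and 10 min after adding 50 nM (final) substrate. Enzyme (10 nM) and compounds were first incubated 15 min at room temperature; enzyme-free buffer wells were negative controls.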
Glioma ERSR ind = ER stress response induction in glioma | 0.02% of 420,000 active | U87-MG GRP78 promoter luciferase reporter, 16 h | Potency, µM, without a hit: at the highest dose activation, usual class: activators; further: potency means the concentration at half of the fitted maximal effect; series mostly up to about 76 µM; % of control where 0% means no effect; nearly all actives have a fitted effect of over 35% in size
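Stably transfected U87-MG human glioma cells carrying a GRP78-based luminescent sensor were seeded at 1000 cells/well, pin-dosed with compounds and incubated 16 h. Luciferase reagent was then added, and end-point luminescence was read after 10 min at room temperature.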
LDHA inh = blocks human lactate dehydrogenase A. P00338. purified LDHA, NADH/diaphorase-resazurin fluorescence; hits give low values. activity change, % (values are at about 110 or 230 µM). 0.15% of 480,000 active. AID 1347041; in the data active means activity change below about -30%; inconclusive means mostly about -25% to -30%;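 further: plate controls were DMSO wells for no effect and wells without enzyme for full effect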
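Resorufin fluorescence (ex540/em590), read at 0 and 20 min after diaphorase/resazurin addition, reports the NADH left after a 5 min room-temperature reaction of 2 nM human LDH5 with 0.06 mM NADH and 0.2 mM pyruvate.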
POLK inh = inhibitors of human DNA polymerase kappa | purified Pol kappa, fluorescent DNA synthesis assay, 10 min | Q9UBT6 | 0.53% of 400,000 active | Potency, µM (top dose mostly 107 µM), for inactives: at the top dose activity, negative = inhibition, most hits filed as inhibitors | AID 588579; further: potency means the concentration at half of the fitted maximal effect; on the % scale 0 is the no-effect control and ±100 the full control effect
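Kinetic fluorescence screen: compound preincubated 15 min RT with 10 nM enzyme; 50 nM substrate (final) initiates; reads at 0/10 min.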
Pol beta inh = inhibitors of human DNA polymerase beta; 1.3% of 340,000 active; P06746; Pol beta primer extension/strand displacement, fluorescence kinetic; AID 485314; Potency, µM (doses to about 114 µM), inactives show top-dose activity change, negative = inhibition, usual class: inhibitors; further: potency means the concentration at half of the fitted maximal effect; on the % scale 0 is the no-effect control and ±100 the full control effect
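Homogeneous kinetic assay of primer extension and strand displacement by 10 nM Pol beta, preincubated 15 min at room temperature with compound before 50 nM substrate (final) was added. Read at 0 and 10 min; four-parameter Hill fit.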
Starred values were filed as active, the others as inactive; ? = inconclusive; . = not tested or not shown; & = joins results of further samples; [ ] = another dose, or the depositor's remark. Unless noted, the call rests on the fitted dose curve; in most records, active means well fitted curve in the direction sought with a large enough effect; inconclusive means small, poorly fitted or top-dose-only effect, or another doubt; inactive means no such curve, though single readings can be large; an effect the other way counts as inactive or inconclusive. An excerpt, so the mix of outcomes need not match the whole.

Start of the listing, in advance, 3 compounds:
#	Molecule	Apoferritin bind	POLK inh	LDHA inh	Pol beta inh	Pol iota inh	Glioma ERSR ind	BLM inh	APEX1 inh	POLH inh
1	COC(=O)C1C(=O)C2=C(CC1C)Nc1ccccc1NC2c1ccc(C)s1 (centres undefined)	-5.4%	-7.7%	-8.1	23.0%	11.6%	-2.2%	-6.5%	-3.2%	-0.4%
2	CCC(=O)Nc1cccc(-c2cnc3ccccc3n2)c1	-6.4%	1.4%	-10.1	1.2%	-7.9%	6.3%	-6.5%	5.1%	-11.7%
3	Cc1ccc(C)c(SCC(=O)OC/C(O)=C(\C#N)c2nc3ccccc3[nH]2)c1	?	-28.2%	0.7	?	?	7.6%	-13.1%	-2.2%	44.7µM*

The listing, previewed entries included:
#	Molecule	Apoferritin bind	POLK inh	LDHA inh	Pol beta inh	Pol iota inh	Glioma ERSR ind	BLM inh	APEX1 inh	POLH inh
1	COC(=O)C1C(=O)C2=C(CC1C)Nc1ccccc1NC2c1ccc(C)s1 (centres undefined)	-5.4%	-7.7%	-8.1	23.0%	11.6%	-2.2%	-6.5%	-3.2%	-0.4%
2	CCC(=O)Nc1cccc(-c2cnc3ccccc3n2)c1	-6.4%	1.4%	-10.1	1.2%	-7.9%	6.3%	-6.5%	5.1%	-11.7%
3	Cc1ccc(C)c(SCC(=O)OC/C(O)=C(\C#N)c2nc3ccccc3[nH]2)c1	?	-28.2%	0.7	?	?	7.6%	-13.1%	-2.2%	44.7µM*
4	CCc1nc(-c2cc(S(=O)(=O)N3CCN(c4ccccc4)CC3)ccc2OC)no1	0.2%	10.6%	-4.2	29.8%	3.7%	-1.0%	-3.1%	.	-0.3%
5	COc1cccc(CNC(=O)CN2C(=O)COc3ccc(S(=O)(=O)N4CCCCC4)cc32)c1	-1.7%&0.9%	-22.6%&-21.3%	-2.4&-4.6	10.2%&0.9%	-16.3%&29.8%	-4.0%&-2.1%	0.1%&1.6%	-22.4%	-1.5%&-12.6%
6	O=C(NCc1ccco1)/C(=C\C=C\c1ccccc1)NC(=O)c1ccccc1Br	-15.1%	-8.9%	-15.5	-22.9%	29.2%	-0.9%	-7.3%	-3.3%	-8.2%
7	O=C(c1ccccc1[N+](=O)[O-])N1CC2C3C=CC(C3)C2C1 (centres undefined)	-14.5%	-12.3%	-6.1	24.7%	10.7%	-1.8%	2.2%	-4.6%	-12.5%
8	O=c1c2ccccc2ncn1CCOCCOc1cccc(Br)c1	-5.4%	0.2%	-7.5	?	215.2%[activator]	-2.8%	-2.7%	-0.2%	-11.2%
9	O=C(Nc1cccc(-c2cnc3ccccc3n2)c1)c1ccccc1	-10.9%	-17.0%	-9.2	0.3%	11.9%	4.8%	0.7%	1.1%	-11.4%
10	Cc1cccc(C(CC(=O)O)n2cccc2)c1 (centres undefined)	-8.7%	-13.3%	1.4	0.6%	5.1%	-3.6%	-12.4%	-1.1%	0.9%
11	c1cc2c3c(cccc3c1)C(N1CCCCC1)=N2	257.5%[activator]	-15.0%	18.7	8.9%	43.7%[activator]	-7.9%	10.0%	-3.1%	-26.8%
12	COc1ccc(S(=O)(=O)N(C)CC(=O)Nc2ccccc2C(F)(F)F)cc1Cl	2.0%	0.5%	-3.9	4.0%	14.1%	-5.6%	-3.2%	0.5%	-8.9%
13	N=S(=O)(O)Cc1noc2ccccc12	.	-3.3%[60.1 µM]	.	13.4%[57.1 µM]	4.5%[58.9 µM]	0.2%	.	-2.4%	-4.7%[57.1 µM]
14	Cc1cc(C)c(NC(=O)CSc2ncc(S(=O)(=O)c3ccc(C(C)(C)C)cc3)c(=O)[nH]2)c(C)c1	?	2.8%	3.4	0.1%	-2.7%	-4.8%	0.3%	.	-9.3%
15	COc1ccc(N=C(C)c2sc3ccccc3c2O)cc1	6.0%	-8.6%	-8.1	1.4%	26.9%	5.6%	-2.4%	3.2%	-19.0%
16	COc1ccc(-c2cc(=O)c3cc(O)ccc3o2)cc1	-2.8%	2.0%	-3.2	13.2%	-3.0%	1.0%	0.1%	1.2%	-5.8%
17	CCOC(=O)c1ccc(CSc2nnc(C)n2N)o1	-11.9%	3.1%	-1.4	-7.0%	27.8%	-8.3%	1.1%	-1.6%	-9.4%
18	CCS(=O)(=O)N1CCN(C(=O)c2ccccc2)CC1	-12.7%	1.0%	-2.2	-18.6%	24.8%	-3.0%	0.2%	0.1%	-14.0%
19	C=CCn1c(C)cc(-c2csc(N)n2)c1C	?	-1.7%	12.5	-1.1%	?	-1.4%	-3.9%	-3.4%	-11.4%
20	Cc1nc2c(cnn2-c2ccccc2Cl)c(=O)n1-c1ccc(C(C)C)cc1	?	-0.8%&-7.3%	-2.1&-1.2	0.3%&4.6%	6.0%&24.0%	-3.2%&5.3%	-4.6%&-9.1%	7.6%	-21.1%&-8.2%
21	COc1ccc(Cn2c(=O)c3cccnc3n(Cc3cccc(F)c3)c2=O)cc1	-16.3%	-6.3%	-3.0	11.4%	34.1%[activator]	2.0%	-8.1%	.	-23.3%
22	COc1ccc(NC(=O)Cn2cc(C(=O)c3cccs3)c3ccccc32)cc1	1.8%	-10.5%[60.1 µM]	0.7	10.4%	5.3%	-2.7%	2.4%	.	-10.1%
23	CCc1cccc(NC(=O)c2ccc(NS(=O)(=O)c3c(C)noc3C)cc2)c1	-12.2%	0.1%	2.9	0.7%	12.2%	-1.7%	-3.3%	?	-10.0%
24	CC(=O)Nc1ccc(OCC(=O)N(CC(C)C)C2CCS(=O)(=O)C2)cc1 (centres undefined)	-0.7%	-4.8%	-7.5	11.8%	100.1%[activator]	5.7%	-3.6%	2.8%	0.7%
25	CCN(C(=O)c1cc2c(=O)[nH]c3ccc(C)cc3c2s1)c1cccc(C)c1	-10.1%	9.9%	-4.6	0.5%	53.4%[activator]	2.6%	-5.8%	2.6%	-17.6%

Along the list, from the results shown.
Pol iota inh, compounds 2 to 6, in order: -7.9%, ?, 3.7%, -16.3%&29.8%, 29.2%
LDHA inh, compounds 2 to 6, in order: -10.1, 0.7, -4.2, -2.4&-4.6, -15.5

With a hit mark in POLH inh (from the list above):
| No. | SMILES | Apoferritin bind | POLK inh | LDHA inh | Pol beta inh | Pol iota inh | BLM inh | POLH inh |
| --- | --- | --- | --- | --- | --- | --- | --- | --- |
| 3 | Cc1ccc(C)c(SCC(=O)OC/C(O)=C(\C#N)c2nc3ccccc3[nH]2)c1 | ? | -28.2% | 0.7 | ? | ? | -13.1% | 44.7µM* |

Later entries
#	Molecule	Apoferritin bind	POLK inh	LDHA inh	Pol beta inh	Pol iota inh	Glioma ERSR ind	BLM inh	APEX1 inh	POLH inh
26	CCOc1ccc(Oc2ccccc2NS(=O)(=O)c2ccc(CCC(=O)O)cc2)cc1	.	-12.1%	-0.6	.	15.9%	-3.2%	.	-23.7%	35.5µM*
27	C=CCNC(=O)CCCCCNS(=O)(=O)c1ccc(OC)cc1	-5.2%	-1.3%	1.5	1.5%	2.5%[58.9 µM]	-2.3%	-1.3%	-1.4%	-14.5%
28	CCOc1ccccc1NC(=O)c1sc2nc(-c3ccc(OC)cc3)ccc2c1N	10.4%	-1.8%	-11.3	11.6%	-5.2%	-3.2%	-7.6%	.	2.3%
29	O=c1c2oc3ccccc3c2n(Cc2cccc(Cl)c2)c(=O)n1Cc1ccc2c(c1)OCO2	-9.2%	-13.7%	-6.4	5.3%	20.0%	-2.0%	-8.4%	.	-8.0%
30	O=C(NCc1cccs1)C1CCN(S(=O)(=O)c2cccc([N+](=O)[O-])c2)CC1	-12.2%	-3.0%	-3.3	17.8%	51.8%[activator]	0.1%	-3.1%	20.2%	-21.3%
31	CCCCOc1cccc(C2/C(=C(/O)c3ccc4c(c3)CC(C)O4)C(=O)C(=O)N2CCN2CCOCC2)c1 (centres undefined)	-2.3%	-7.9%	-1.7	20.5%	-2.2%	-1.2%	-0.9%	-13.0%	-13.2%
32	CCC(Oc1ccccc1)C(=O)N1CCN(Cc2cc(=O)n3nc(-c4cccc(C)c4)sc3n2)CC1 (centres undefined)	?	-12.6%[60.1 µM]	3.9	-0.1%	-5.6%	-2.7%	-1.6%	.	-7.6%
33	O=C(NC1CCCCC1)c1ccc2snnc2c1	-5.1%	5.5%	-1.3	22.1%	-17.7%	0.2%	3.6%	15.9%	-1.5%
34	COc1ccccc1CN1CCC(CNC(=O)c2cnn(-c3ccc(C)c(C)c3)c2C2CCN(C(=O)OC(C)(C)C)CC2)CC1	?	-15.6%	0.1	-3.5%	32.0%[activator]	-6.9%	1.9%	.	-18.0%
35	Cc1ccsc1C(=O)OCC(=O)N1C(C)CCCC1C (centres undefined)	.	0.0%	-2.0	.	25.8%	5.4%	.	1.0%	-16.6%
36	S=C(NCc1ccncc1)Nc1cccc(Cl)c1	7.4%	-3.8%	-5.3	5.2%	15.2%	-4.6%	2.0%	-1.1%	-11.2%
37	C/C(=N\Nc1nc(C)c(C)s1)c1ccc([N+](=O)[O-])cc1	-18.1%	-18.1%	-7.8	-4.2%	56.8%[activator]	-10.6%	-1.3%	6.3%	-5.9%
38	COc1ccccc1/C=C/C(=O)OCC(=O)Nc1ccc2c(c1)OCO2	.	0.6%	-2.8	.	13.8%	-5.8%	.	5.6%	-24.8%
39	COCCCN(C(=O)c1ccc2ccccc2n1)c1c(N)n(Cc2ccccc2)c(=O)[nH]c1=O	.	-23.1%	0.6	.	-8.8%	1.0%	.	32.3%	-7.8%
40	COCCCn1c2nc3ccccc3nc2c2c(=O)n(Cc3cccs3)cnc21	-4.8%	.	.	12.4%	.	.	-1.3%	22.8%	.
